Compound activity (PubChem)
RORA act = activators of human nuclear receptor RORA. P35398. CHO-K1 Gal4-RORA LBD luciferase reporter, luminescence; percent increase over mock-subtracted basal signal. activation, % at 10 µM. 1.5% of 65,000 active. AID 560;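 active = activation above the mean of all tested compounds plus 3 SD, cut at about 49% in these data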;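 note: 0% = DMSO-treated RORA cells and 100% = added signal equal to DMSO minus mock-transfected cells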
Target sequence (P35398 whole entry, looked up, the tested form may be a part): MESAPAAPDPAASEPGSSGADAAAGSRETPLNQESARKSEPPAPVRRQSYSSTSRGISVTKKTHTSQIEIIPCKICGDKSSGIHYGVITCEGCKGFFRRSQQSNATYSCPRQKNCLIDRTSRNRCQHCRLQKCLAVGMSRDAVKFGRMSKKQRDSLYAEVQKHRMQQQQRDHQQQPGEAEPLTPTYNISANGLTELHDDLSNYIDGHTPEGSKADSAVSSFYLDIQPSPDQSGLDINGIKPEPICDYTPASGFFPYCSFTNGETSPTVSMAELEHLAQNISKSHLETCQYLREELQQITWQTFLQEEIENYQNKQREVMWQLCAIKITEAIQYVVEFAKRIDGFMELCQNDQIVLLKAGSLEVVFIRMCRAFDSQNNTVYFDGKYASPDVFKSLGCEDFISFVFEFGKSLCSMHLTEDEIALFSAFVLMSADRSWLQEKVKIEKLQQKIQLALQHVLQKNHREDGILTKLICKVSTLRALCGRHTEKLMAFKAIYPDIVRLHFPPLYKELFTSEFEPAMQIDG
HTR1E antagonist = blocks the human 5-HT1E serotonin receptor; P28566; CHO 5-HT1E Ga15 NFAT-bla reporter, FRET, antagonist; inhibition, % at 6 µM; 0.99% of 65,000 active;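 active = inhibition above a set limit, the mean inhibition across every tested compound plus 3 SD, cut at about 29% in these data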;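 note: signal is the 460 over 535 nm emission ratio of beta-lactamase substrate; 0% = agonist plus DMSO wells and 100% = wells without agonist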
Target sequence (P28566 whole entry, looked up): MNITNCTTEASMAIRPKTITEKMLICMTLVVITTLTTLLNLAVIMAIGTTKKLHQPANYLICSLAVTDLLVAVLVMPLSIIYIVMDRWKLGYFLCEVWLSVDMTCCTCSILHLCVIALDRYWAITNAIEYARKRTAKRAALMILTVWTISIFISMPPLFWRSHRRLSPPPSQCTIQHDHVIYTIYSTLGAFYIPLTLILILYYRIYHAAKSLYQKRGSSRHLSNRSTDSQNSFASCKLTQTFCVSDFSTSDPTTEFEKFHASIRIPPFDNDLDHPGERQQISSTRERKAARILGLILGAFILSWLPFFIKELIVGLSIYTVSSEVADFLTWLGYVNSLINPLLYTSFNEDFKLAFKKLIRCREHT
HTR1E agonist = agonists of human 5-HT1E serotonin receptor; CHO 5-HT1E Ga15 NFAT-bla reporter, FRET; 0% DMSO wells, 100% control agonist wells; 0.69% of 65,000 active; activation, % at 6 µM; AID 574;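 active = activation above a set limit, the screen-wide mean activation plus 3 SD, cut at about 8.5% in these data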;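 note: 100% = positive control agonist at 1 µM giving full maximal response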
SF-1 act = SF-1 (human) activation; Q13285; CHO-K1 Gal4-SF-1 LBD luciferase reporter; % increase over DMSO SF-1-specific signal; activation, % at 10 µM; 1.9% of 65,000 active;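 active = activation above the mean activation of all tested compounds plus 3 SD, cut at about 50% in these data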
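Material: Gal4–SF-1 LBD one-hybrid luciferase reporter in CHO-K1 cells | Amount: 4,000 cells per well | Compound dosing: 10 µM single point, 1% DMSO | Schedule: 20 h compound treatment, 37 °C | Measured by: SteadyLite luciferase luminescence | Evaluation: Percent activation versus DMSO | Control set: DMSO-treated SF-1-transfected cells as negative, DMSO-treated mock-transfected cells lacking SF-1 as background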
MMP13 inh = MMP13 (human) collagenase inhibition; inhibition, % at 4 µM; 0.07% of 65,000 active; MMP-13 fTHP FRET cleavage, Mca fluorescence; P45452;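 active = inhibition above the mean of compound-free control plate wells plus 3 SD, cut at about 14% in these data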;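 note: 0% = DMSO wells and 100% = wells with reference MMP-13 inhibitor after basal subtraction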
5HT1a antag = 5-HT1a (human) receptor antagonism; P08908; CHO 5-HT1a Ga15 NFAT-bla reporter, antagonist mode; inhibition, % at 10 µM; 0.68% of 62,000 active; AID 612;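 active = inhibition above the mean of all tested compounds plus 3 SD, cut at about 43% in these data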;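 note: receptor stimulated by 5-CT agonist at 100 nM near EC80; beta-lactamase reporter measured by ratiometric fluorescence of a cleavable substrate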
5HT1a ag = activates the human 5-HT1a serotonin receptor; CHO 5-HT1a Ga15 NFAT-bla reporter, FRET ratio; 0% basal, 100% maximal reference agonist; activation, % at 10 µM; P08908; 0.56% of 65,000 active;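 active = activation above the screen-wide mean activation plus 3 SD, cut at about 19% in these data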;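 note: 0% = DMSO wells and 100% = 5-CT at EC100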
Ecoli tolC = growth inhibitors of E. coli BW25113 tolC mutant. OD615. growth inhibition, % at 10 µM (by protocol). 2.2% of 65,000 active. AID 573;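 active = growth inhibition at or above a cutoff equal to the mean over every tested compound plus 3 SD, cut at about 60% in these data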;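 note: growth measured after 20 h incubation at 37 °C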
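Assay system: tolC-deleted E. coli BW25113. Medium: kanamycin-containing LB broth (50 µg/mL). Dosing: 10 µM final, single dose. Timing: bacterial growth with compound for 20 h at 37 °C. Detection: A615 absorbance measurement. Read-out basis: growth inhibition in percent.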
NADH coupling = inhibition of NAD/NADH coupling enzymes, library profiling. coupled PK/LDH NADH assays, four targets. IC50, µM (titrated, usually from 10 µM), inactives show at the highest dose inhibition. 0.02% of 65,000 active;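 active = single-dose screening hits from any of four coupled enzyme assays that gave an IC50 when retested across doses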;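 note: the DPM-DC format reads NADH fluorescence rather than 340 nm absorbance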
An asterisk follows results filed as active; i = inactive; . = no result given; [ ] = dose if it differs, or a comment. Hits appear at their usual frequency (roughly 7.2% active in at least one column).

SMILES	RORA act	HTR1E antagonist	HTR1E agonist	SF-1 act	MMP13 inh	5HT1a antag	5HT1a ag	Ecoli tolC	NADH coupling
CCCCN(CC)CCCNC(=O)c1cc2cc3ccc(OC)cc3nc2o1	5	0	4.2	8	i[fluorescence artefact?]	4	0.2	0	8%[fluoresces]
Cn1c(SCc2nc3ccccc3[nH]2)nnc1-c1cnccn1	15	-2	0.2	-6	-2	4	-1.7	-9	2%
COc1ccc(N(Cc2cc3ccc(C)cc3[nH]c2=O)C(C)=O)cc1	-14	-1	0.7	7	-2	2	-0.8	-3	7%
Cn1ncc2c(N3CCOCC3)ncnc21	-9	9	-0.8	17	-5	11	-0.8	-20	6%
Cc1cc(C)nc(/N=C2\NC(=O)CC(C(=O)O)N2CCc2c[nH]c3ccccc23)n1 (centres undefined)	-8	8	0.9	3	0	6	-0.4	-18	1%
Cc1ccc(C(=O)OCC(=O)c2ccc(Cl)s2)s1	13	2	-0.9	-12	3	0	-3.6	14	3%
COc1ccccc1-c1nn2c(C(F)(F)F)nnc2s1	0	8	0.7	-4	-47	-11	-2.0	7	8%
CC1=C(c2ccc(C)cc2)S(=O)(=O)N(CC(=O)O)C1=O	-7	-9	-0.5	-3	3	-6	-2.0	-20	7%
CCN(CC)c1ccc(C=N/C(C#N)=C(\N)C#N)cc1	28	-6	-0.6	57*	2	1	-1.6	-13	7%
COc1ccc(C2N(c3ccc(Cl)cc3)C(=O)C3CCCN32)cc1 (centres undefined)	11	-1	-0.7	-6	-6	5	-4.7	-9	5%
CCCCn1c(CN2CCN(c3ccc(F)cc3)CC2)nc2c1c(=O)n(C)c(=O)n2C	-5	-3	0.3	-8	4	6	-2.8	10	1%
Cc1ccc(S(=O)(=O)C2(C(=O)N3CCCC(C)C3)CC2)cc1 (centres undefined)	19	-5	-1.2	-5	0	-2	-2.2	1	4%
COc1ccccc1C(=O)Nc1c2c(nn1-c1cccc(C)c1C)CS(=O)C2 (centres undefined)	-8	2	-0.1	6	-5	14	2.0	16	8%
O=C(CN1CCC(NC(=O)c2ccc(F)cc2)CC1)NCc1ccccc1F	-3	-9	-0.3	2	5	-6	-0.3	-16	3%
Cc1cc(C)n(-c2nnc(C)n2NS(=O)(=O)c2ccc(F)cc2)n1	-1	0	0.5	-24	3	-1	-4.8	-9	3%
OC(Cc1nc2ccccc2[nH]1)c1ccccc1Cl (centres undefined)	18	-10	0.0	3	6	8	-4.8	-8	4%
Cc1ccc(C(=O)C2CCNCC2)cc1	-11	5	-1.6	-7	-1	4	-2.8	-8	8%
CN(C)c1ccc(-c2nn3c(-c4ccccc4Cl)nnc3s2)cc1	-12	75*	2.1	8	-88[fluorescence artefact?]	45*	2.5	-9	3%[fluoresces]
Cc1cc(O)c(C=Nc2cccc(Cl)c2)c(=O)o1	0	9	0.8	-1	2	2	-0.1	-7	16%
CN(C)C(=O)CSc1nnc([C@H](Cc2c[nH]c3ccccc23)NC(=O)OC(C)(C)C)o1	10	0	0.4	-15	2	-5	-2.1	12	4%
CCOC(=O)c1ccc(CNC(=O)c2n[nH]c(=O)c3ccccc23)o1	-16	13	-2.0	-6	3	9	-2.8	0	8%
O=C(CN(C(=O)c1ccc2c(c1)OCCO2)c1ccccc1)NCC1CCCO1 (centres undefined)	12	6	-0.5	-12	-1	-6	-2.0	-10	6%
O=C(c1ccco1)N1CCN(C(=O)C2(S(=O)(=O)c3ccc(Cl)cc3)CC2)CC1	12	-3	-0.3	14	3	-6	-3.5	5	4%
CCc1ccc(C=NC23CN4CN(CN(C4)C2)C3)s1	-12	4	-0.3	-5	-1	11	-2.8	-24	3%
O=C(Cn1cccc1)NCc1cccs1	-15	0	-1.1	0	-3	6	-1.9	-11	8%

Four entries drawn at random from those above, as already listed:
SMILES	RORA act	HTR1E antagonist	HTR1E agonist	SF-1 act	MMP13 inh	5HT1a antag	5HT1a ag	Ecoli tolC	NADH coupling
CCN(CC)c1ccc(C=N/C(C#N)=C(\N)C#N)cc1	28	-6	-0.6	57*	2	1	-1.6	-13	7%
Cc1ccc(S(=O)(=O)C2(C(=O)N3CCCC(C)C3)CC2)cc1 (centres undefined)	19	-5	-1.2	-5	0	-2	-2.2	1	4%
Cc1ccc(C(=O)OCC(=O)c2ccc(Cl)s2)s1	13	2	-0.9	-12	3	0	-3.6	14	3%
O=C(Cn1cccc1)NCc1cccs1	-15	0	-1.1	0	-3	6	-1.9	-11	8%

(further entries)
SMILES	RORA act	HTR1E antagonist	HTR1E agonist	SF-1 act	MMP13 inh	5HT1a antag	5HT1a ag	Ecoli tolC	NADH coupling
CCOC(=O)c1[nH]nc(N)c1NC(=O)c1ccc(Cl)cc1Cl	31	13	-0.5	27	1	4	0.1	-6	3%
CC1=CC(C)(C)N2C(=O)C3(SCC(=O)N3c3ccc(O)cc3)c3cc(C)cc1c32 (centres undefined)	-2	3	-0.5	6	0	23	-3.7	87*	2%
CCOC(=O)Cn1c(SC)nc2sc3c(c2c1=O)CC(C)(C)OC3	-22	8	-0.1	-9	2	.	1.4	18	4%
CCOC(=O)N1CCN(S(=O)(=O)c2cc(Br)cc3c2N(C(=O)C2CC2)CC3)CC1	3	7	0.8	3	3	-5	1.9	24	3%
C=CCn1c(SCC(=O)NCC2CCCO2)nc2scc(-c3ccco3)c2c1=O (centres undefined)	-6	-5	0.4	-14	2	-7	-2.4	23	4%
CCCc1nc2c3cnn(-c4cccc(Cl)c4)c3ncn2n1	8	15	-1.2	13	-4	-1	-3.1	3	0%
O=C(O)c1ccccc1OCCOc1ccccc1C(=O)O	2	-3	-0.8	-1	0	1	-2.1	-13	0%
COCCn1nnnc1C(c1cc2cc(C)ccc2[nH]c1=O)N1CCN(C2CCCCC2)CC1 (centres undefined)	-33	3	0.2	15	-3	-6	-5.6	-18	11%
O=c1c2ccccc2nc(SCc2cn3ccsc3n2)n1-c1ccccc1F	-10	43*	0.0	19	5	12	9.5	65*	5%
N#Cc1c(N)c(C(=O)c2ccccc2)n2c1CCCC2	-8	1	0.3	-6	3	-5	-0.9	-8	4%
Cc1nn(CC(O)COc2ccc3c(c2)CCC3)c(C)c1C (centres undefined)	20	-16	-0.9	0	0	-7	1.2	53	4%
CCS(=O)(=O)N1CCC(C(=O)NCCCN2CCC(Cc3ccccc3)CC2)CC1	-23	-11	0.7	-15	2	-5	0.2	-25	5%
CC(C)n1c(NCc2c[nH]c3ccccc23)nc2ccccc21	-3	0	0.0	-10	-6	21	-4.0	16	2%
Cc1oc2c(CN3CCOCC3)c(O)ccc2c(=O)c1-c1ccc(Br)cc1	7	-2	0.7	4	-80[fluorescence artefact?]	-2	0.3	99*	6%[fluoresces]
O=C(CNC(=O)c1cccs1)NCCN1CCN(c2ccccc2F)CC1	-6	0	0.5	2	-2	5	-0.1	-17	5%
COc1cccc(/C(O)=C2\C(=O)C(=O)N(c3ccccn3)C2c2ccccc2OC)c1 (centres undefined)	1	13	-0.8	-1	-2	.	2.7	-6	1%
Cc1nnc(NC(=O)CSc2nnc3scc(-c4ccc(C)c(C)c4)n23)s1	12	1	0.6	-18	5	6	2.5	2	6%
COc1ccc(NC(=O)CSc2nnc(-c3ccccn3)n2N)cc1Cl	1	5	-1.1	11	3	3	0.3	-3	6%
CCCCOC(=O)c1ccc(Nc2ncnc3nc[nH]c23)cc1	24	-20	1.7	40	-36	-29	-3.7	3	5%
COC(=O)c1cn(NC(=O)C2CCCO2)c(=O)c2ccccc12 (centres undefined)	1	2	0.0	-10	4	0	-0.3	8	3%
CCOC(=O)C1CCCN(S(=O)(=O)c2ccc(Br)c(OC)c2)C1 (centres undefined)	5	1	0.3	-4	5	7	-2.0	18	2%
O=C1c2ccccc2C(Nc2ccccc2F)N1c1cccnc1 (centres undefined)	-15	11	-0.7	2	6	13	-3.0	1	0%
CCOC(=O)c1nc(NCc2cccnc2)c2ccccc2n1	18	2	1.0	30	4	2	1.1	-9	6%
CC1(C)Cc2c(C#N)c(N3CCN(C(=O)c4ccco4)CC3)nc(-c3ccco3)c2CS1	2	-6	2.2	5	-27	.	3.1	15	6%
COC(=O)c1ccccc1NC(=O)CNc1cc(Cl)ccc1N1CCOCC1	-11	1	0.3	-7	4	34	3.7	24	4%
Next structures.
SMILES	RORA act	HTR1E antagonist	HTR1E agonist	SF-1 act	MMP13 inh	5HT1a antag	5HT1a ag	Ecoli tolC	NADH coupling
Cc1cc2c(N=O)c(NO)ccc2[nH]1	-10	12	-0.2	7	-17	5	-0.7	-7	3%
C=C(C)Cn1c(CCNC(=O)CCC)nc2ccccc21	-6	2	-0.7	5	3	6	-2.8	-13	2%
O=C(c1csc2c1CCCCC2)N1CCN(c2ncccn2)CC1	22	-8	0.1	-7	-4	-4	-0.2	3	5%
CCC(=O)N1CCc2cc(S(=O)(=O)NCCCOC)ccc21	-16	-2	0.4	-13	-2	-5	-0.6	-8	5%
CCCOc1ccc(N2C(=O)CC(N3CCC(O)(c4cccc(C(F)(F)F)c4)CC3)C2=O)cc1 (centres undefined)	5	4	0.1	-13	1	5	-0.6	35	10%
O=C(COC(=O)c1cc(S(=O)(=O)N2CCOCC2)ccc1O)NCC1CCCO1 (centres undefined)	-21	4	-0.3	5	-16	-12	-1.6	-9	4%
CSCCC1NC(=O)NC1=O (centres undefined)	11	-2	1.3	7	1	-10	-2.5	-3	6%
CC(C)CC(c1nnnn1C1CCCC1)N1CCN(c2ccccc2F)CC1 (centres undefined)	-7	1	0.4	9	0	24	-1.6	35	2%
COc1ccc(C2Nc3ccccc3C(=O)N2Cc2ccco2)cc1CN1C(=O)c2ccccc2C1=O (centres undefined)	-18	0	-0.7	-6	-6	.	1.8	0	2%
COc1ccc(S(=O)(=O)N(CCCN2CCCC2=O)Cc2cc3cc(C)c(C)cc3[nH]c2=O)cc1	6	1	0.3	-4	-9	-3	3.1	20	10%
CCN=C(Nc1ccc2c(c1)OCO2)SC1CC(=O)N(c2ccccc2F)C1=O (centres undefined)	-9	5	-0.5	-12	4	7	-3.4	1	10%
O=c1[nH]c(CN2CCN(c3ccccc3Cl)CC2)nc2ccsc12	-1	-6	7.0	-6	3	5	-1.9	4	1%
CC1(C)Cc2c(c(=S)nc(-c3ccccc3)n2CCCN2CCOCC2)CO1	15	9	0.9	-11	5	-13	0.5	-13	3%
Cc1cc(C)n(-c2nc3sc4c(c3c3nnc(SC(C)C)n23)CC(C)(C)OC4)n1	-2	6	0.8	-18	-11	-2	-2.7	-4	3%
COc1ccc2[nH]c3c(=O)n(CCCCC(=O)N4CCCC4)c(=S)[nH]c3c2c1	-2	-1	-0.4	-7	-18	-9	0.2	100*	7%
O=C(Cn1cnc2ccccc2c1=O)NCc1ccco1	19	-8	-0.9	6	0	-2	0.2	-2	5%
Cc1cccc(OCCCC(=O)Nc2nccs2)c1	12	0	-0.4	-4	5	10	-0.8	11	3%
CCc1ccc2oc(=O)cc(CN3CCOCC3)c2c1	-13	3	-0.8	-8	6	2	-1.7	5	0%
COc1ccc(S(=O)(=O)N2CCN(C)CC2)cc1C	-10	8	-1.3	-1	2	13	-0.1	-11	0%
CCOC(=O)N1CCN(C(=O)c2ccc3c(c2)NC(=O)C(N2CCOCC2)S3)CC1 (centres undefined)	-6	-5	-0.4	9	3	8	-2.0	-10	6%
